Screening data deposited in PubChem by Sanford-Burnham Center for Chemical Genomics.
SENP8 block-1: blocks the human protease SENP8 | Q96LD8 | purified SENP8, Z-RLRGG-aminoluciferin cleavage, luminescence | inhibition, % at 10 µM | actives 1.2% (n = 330,000) | AID 2540; in the data active = inhibition above about 50%
PfGluPho inh: PfG6PD (Plasmodium falciparum) enzyme inhibition; AID 504690; inhibition, % at 20 µM; PfGluPho enzyme, NADPH resazurin-diaphorase fluorescence; actives 0.78% (n = 350,000);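 active = inhibition reaching at least a set limit at 20 µM in the primary screen, cut at about 59% in these data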;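 note: 0% = DMSO wells with substrate and 100% = DMSO wells lacking glucose-6-phosphate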
HKDC1 inh: inhibitors of human hexokinase HKDC1. recombinant HKDC1, G6PDH/diaphorase resazurin coupled fluorescence. inhibition, % at 20 µM. AID 493160. Q2TB90. actives 0.16% (n = 340,000);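 active = inhibition above about 35% when tested at 20 µM, limit read from the data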;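 note: plate controls were DMSO wells with enzyme for no effect and DMSO wells lacking enzyme for full effect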
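Test system: Recombinant HKDC1 (HK5) hexokinase enzyme, produced in-house | Input: HKDC1 at 5 µg/mL | Buffer or medium: Tris pH 8.0 buffer with MgCl2, Tween-20, BSA, BME | Schedule: 90 min reaction incubation at room temperature, dark | Technique: Resazurin-to-resorufin fluorescence via G6PDH and diaphorase coupling, 525/613 nm | Controls: DMSO wells with and without enzyme mix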
SENP1 FRET inh: SENP1 (human) catalytic domain inhibition. Q9P0U3. recombinant SENP1 catalytic domain, CyPet-SUMO1-YPet FRET cleavage. inhibition, % at 10 µM. actives 0.21% (n = 360,000). AID 624204;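 active = inhibition at least 30% at 10 µM, raw YFP signal under a set limit, fluorescence ratio 0.5 to 1.5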;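 note: 0% = enzyme with DMSO and 100% = no enzyme wells; some results filed as inactive read as strong as hits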
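Material: hSENP1 catalytic domain, recombinant; medium: Tris pH 8 with BME, BSA, NP40 and catalase; compound: single concentration of 10 µM compound, 0.5% DMSO final; technique: FRET read of cyan and yellow fluorescence; timing: 50 min enzyme reaction, room temperature, light-protected; reagent: SFCypet-SUMO1-SFYpet substrate at 25 nM; control set: no-enzyme low, enzyme-DMSO high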
SENP7 block: blocks the human protease SENP7. Q9BQF6. recombinant SENP7, Z-RLRGG-aminoluciferin luminescence, 40 min. inhibition, % at 5 µM. actives 1.5% (n = 330,000). AID 434973;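 active = inhibition above about 50% at the single test dose, limit read from the data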;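 note: plate controls were DMSO with enzyme for no effect and no enzyme buffer wells for full effect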
Apaf-1 inh: human Apaf-1 inhibition. inhibition, % at 20 µM. actives 0.71% (n = 330,000). O14727. reconstituted apoptosome caspase-3 activity, DEVD-Rh110 fluorescence; active = inhibition of at least 40% at 20 µM;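 note: plate controls were DMSO wells for no effect and DEVD-CHO caspase inhibitor wells for full effect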
Target sequence (O14727 whole entry, looked up): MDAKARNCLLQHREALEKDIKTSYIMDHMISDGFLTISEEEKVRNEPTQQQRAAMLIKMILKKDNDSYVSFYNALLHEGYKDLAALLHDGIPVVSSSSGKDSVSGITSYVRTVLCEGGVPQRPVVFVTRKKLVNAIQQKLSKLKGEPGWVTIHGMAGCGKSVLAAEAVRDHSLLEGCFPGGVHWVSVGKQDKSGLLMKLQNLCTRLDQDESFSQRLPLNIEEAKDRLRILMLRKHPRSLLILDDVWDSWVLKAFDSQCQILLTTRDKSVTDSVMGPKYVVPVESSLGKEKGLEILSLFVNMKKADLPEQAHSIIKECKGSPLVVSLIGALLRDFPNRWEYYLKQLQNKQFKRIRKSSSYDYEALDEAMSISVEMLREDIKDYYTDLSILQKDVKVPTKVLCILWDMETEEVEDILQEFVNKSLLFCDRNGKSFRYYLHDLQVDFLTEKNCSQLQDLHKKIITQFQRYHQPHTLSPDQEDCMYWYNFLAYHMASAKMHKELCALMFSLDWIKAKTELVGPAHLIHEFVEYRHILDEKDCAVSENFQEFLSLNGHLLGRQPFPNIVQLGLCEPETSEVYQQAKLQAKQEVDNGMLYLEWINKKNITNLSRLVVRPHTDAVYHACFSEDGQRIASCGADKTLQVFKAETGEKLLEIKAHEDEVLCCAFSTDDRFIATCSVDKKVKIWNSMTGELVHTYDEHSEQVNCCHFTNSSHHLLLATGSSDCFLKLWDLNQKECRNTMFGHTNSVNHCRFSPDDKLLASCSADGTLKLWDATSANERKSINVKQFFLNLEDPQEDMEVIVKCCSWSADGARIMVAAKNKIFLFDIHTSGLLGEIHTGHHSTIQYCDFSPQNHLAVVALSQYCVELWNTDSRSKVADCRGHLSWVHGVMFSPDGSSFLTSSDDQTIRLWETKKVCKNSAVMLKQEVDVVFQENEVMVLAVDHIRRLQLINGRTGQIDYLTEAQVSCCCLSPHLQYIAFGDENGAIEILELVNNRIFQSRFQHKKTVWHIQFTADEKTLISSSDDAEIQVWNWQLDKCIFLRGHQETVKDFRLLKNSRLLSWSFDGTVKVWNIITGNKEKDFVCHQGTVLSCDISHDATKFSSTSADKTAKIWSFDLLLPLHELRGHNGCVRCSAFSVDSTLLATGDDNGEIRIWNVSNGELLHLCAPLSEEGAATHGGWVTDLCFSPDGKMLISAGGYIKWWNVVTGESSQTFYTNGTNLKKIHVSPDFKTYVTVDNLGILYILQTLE
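Medium: Hepes buffer, pH 7.5 / System: biochemical Apaf-1 apoptosome reconstitution / Measured by: Rh110 fluorescence, excitation 480 nm, emission 540 nm / Times: compound with Apaf-1, dATP, procaspase-3 30 min, then 50 min reaction, room temperature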
SENP8 block-2: blocks human SENP8 cleavage of Nedd8 substrate; Q96LD8; recombinant SENP8, Nedd8 substrate fluorescence; inhibition, % at 20 µM; actives 0.64% (n = 360,000); AID 602440; in the data active = inhibition mostly above about 40%, no sharp cut-off; inactive = mostly below about 27%
SENP6 inh: inhibitors of human SENP6 protease. Q9GZR1. Recombinant SENP6 catalytic domain, aminoluciferin luminescence. inhibition, % at 10 µM. actives 1.8% (n = 330,000);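 active = inhibition above about 50% at the single tested dose, limit read from the data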;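 note: plate controls were DMSO wells with enzyme for no effect and DMSO wells lacking enzyme for full effect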
Active calls of the source: *; . = not tested or not shown. Not a hit list; overall some 3.6% were active at least once.

1. CCN(CC(=O)NCc1ccc(Cl)cc1)C(=O)CSc1cc(C)ccc1C
2. CCCC1C2CN(C(C)C)CC=C2C(C#N)=C(N)C1(C#N)C#N (configuration not stated)
3. C=CCc1cc(OC)ccc1OCCOCCN1CCc2ccccc2C1
4. Cc1ccc(S(=O)(=O)N(C)c2ccc(OC(=O)c3cccs3)cc2)cc1C
5. COc1ccccc1CC(=O)N1CCC(n2nccc2NC(=O)C2CCOC2)CC1 (configuration not stated)
6. Cc1cc(C)cc(-n2c(C)cc(/C=N\NC(=O)COc3cccc4cccnc34)c2C)c1
7. O=c1cc(CO)oc(CN2CCN(Cc3ccccc3)CC2)c1O
8. O=C(CSc1nc2[nH]ncc2c(=O)n1-c1ccccc1Cl)N1CCCC1
9. COc1ccc(-c2n[nH]c3c2CN(C(=O)c2ccc(OC)c(OC)c2)CC3)cc1
10. CCOC(=O)N1CCN(c2ncc(C(F)(F)F)cc2Cl)CC1
Assay by compound	1	2	3	4	5	6	7	8	9	10
SENP8 block-1	-14	.	1	-2	-6	5	0	-6	-3	-6
PfGluPho inh	2	6	-3	11	-1	9	-9	-2	0	0
HKDC1 inh	1	8	-2	3	-1	0	-2	14	-2	-6
SENP1 FRET inh	2	-24	2	-5	1	-9	1	0	1	-1
SENP7 block	10	.	0	2	-3	9	6	3	-16	-7
Apaf-1 inh	30	.	15	9	-4	17	-14	2	11	7
SENP8 block-2	6	-300	4	-6	-6	-15	21	9	10	7
SENP6 inh	-9	.	1	-15	-2	-3	0	-4	3	-6

Individual results from above:
For SENP6 inh, compound 9 has the entry 3
For SENP6 inh, compound 6 has the entry -3
For PfGluPho inh, compound 4 has the entry 11
For SENP1 FRET inh, compound 8 has the entry 0

Going on with the list.
11. Cc1ccc(C(=O)OCC(=O)Nc2sccc2C(N)=O)cc1NC(=O)c1ccco1
12. CC(=O)Nc1ccc(NC(=S)Nc2ccc(Br)cc2)cc1
13. CCC1(CC)C(=O)C2=C3C1[C@H](C(=O)OC)CC(C(=O)OC)C[C@H]3n1c(=O)n(C)c(=O)n1[C@H]2C (some centres not stated)
14. Cc1nc(C(=O)Nc2ccc(Cl)cc2)sc1C1(C)CC(c2ccccc2)=NO1 (configuration not stated)
15. Cc1cc(C)nc(N2CCC(C(=O)NCc3ccccc3F)CC2)n1
16. CN1CCC(C(=O)C(=O)O)C1=O (configuration not stated)
17. CCOC(=O)C(C#N)C(Cc1ccccc1)c1ccco1 (configuration not stated)
18. NS(=O)(=O)c1cc(C(=O)NCCc2ccccn2)ccc1Cl
19. Cc1ccc(CS(=O)(=O)CCC(=O)NCCC(C)C)cc1
20. CC(C)C[C@H](NC(=O)c1nc[nH]c1C(=O)NC1CCNCC1)C(=O)OCc1ccccc1
Assay by compound	11	12	13	14	15	16	17	18	19	20
SENP8 block-1	-6	5	3	-1	1	.	2	-4	-12	-4
PfGluPho inh	-7	-2	-2	10	-8	-3	18	-6	-15	6
HKDC1 inh	-3	-1	1	-2	-8	-2	-5	-2	-11	0
SENP1 FRET inh	-9	3	-1	-1	2	0	-6	2	0	2
SENP7 block	-1	-1	-7	4	1	.	1	-5	-6	3
Apaf-1 inh	-1	-20	-10	2	2	.	5	-6	-7	9
SENP8 block-2	-32	14	22	9	-19	2	-1	16	4	14
SENP6 inh	-2	6	8	-5	-7	.	2	-2	-19	-10

An excerpt taken from the entries so far, as a working copy:
1. CCN(CC(=O)NCc1ccc(Cl)cc1)C(=O)CSc1cc(C)ccc1C
2. CCCC1C2CN(C(C)C)CC=C2C(C#N)=C(N)C1(C#N)C#N (configuration not stated)
3. C=CCc1cc(OC)ccc1OCCOCCN1CCc2ccccc2C1
4. Cc1ccc(S(=O)(=O)N(C)c2ccc(OC(=O)c3cccs3)cc2)cc1C
5. COc1ccccc1CC(=O)N1CCC(n2nccc2NC(=O)C2CCOC2)CC1 (configuration not stated)
6. Cc1cc(C)cc(-n2c(C)cc(/C=N\NC(=O)COc3cccc4cccnc34)c2C)c1
Assay by compound	1	2	3	4	5	6
SENP8 block-1	-14	.	1	-2	-6	5
PfGluPho inh	2	6	-3	11	-1	9
HKDC1 inh	1	8	-2	3	-1	0
SENP1 FRET inh	2	-24	2	-5	1	-9
SENP7 block	10	.	0	2	-3	9
Apaf-1 inh	30	.	15	9	-4	17
SENP8 block-2	6	-300	4	-6	-6	-15
SENP6 inh	-9	.	1	-15	-2	-3

Only SENP8 block-1 and PfGluPho inh (two entries from above):
entry | mol | SENP8 block-1 | PfGluPho inh
16 | CN1CCC(C(=O)C(=O)O)C1=O (configuration not stated) | . | -3
18 | NS(=O)(=O)c1cc(C(=O)NCCc2ccccn2)ccc1Cl | -4 | -6

Next records.
21. CCCn1c(=O)c(C(=O)NCC2CCCO2)c(O)c2ccccc21 (configuration not stated)
22. CCCn1c(SCC(=O)c2c[nH]c3ccccc23)nnc1-c1ccncc1
23. O=C(O)CSCC(=O)NCc1ccccc1
24. O=C(O)/C(=C1\OC(=O)c2ccccc21)c1ccccc1
25. Cc1ccccc1OCC(=O)NNC(=O)C1CC(=O)N(c2ccc3c(c2)OCCO3)C1 (configuration not stated)
26. CCOC(=O)N1CCN(C(=O)c2cccc(S(=O)(=O)Nc3ccc(F)cc3)c2)CC1
27. Cc1nc2cc(F)ccc2n1C1CCN(C(=O)c2c(F)cccc2F)CC1
28. O=C(NCCCN1CCN(CCCNC(=O)c2ccc(F)cc2)CC1)c1ccc(F)cc1
29. COc1ccc(C(=O)CSc2nnc(-c3ccco3)c(-c3ccco3)n2)cc1
30. Cc1cccnc1NC(=O)c1ccc(S(=O)(=O)N2CCCCC2)cc1
Assay by compound	21	22	23	24	25	26	27	28	29	30
SENP8 block-1	-10	0	-5	8	-13	.	-1	-3	.	-2
PfGluPho inh	-1	51	-11	1	-22	-13	37	1	46	0
HKDC1 inh	1	-12	-1	-2	0	-1	-9	-5	6	-12
SENP1 FRET inh	2	-16	1	1	3	2	-11	2	4	2
SENP7 block	-4	7	11	6	-14	.	-1	2	.	-5
Apaf-1 inh	9	15	-20	-8	3	.	-5	4	.	-9
SENP8 block-2	-16	-14	12	-23	-7	7	-409	10	24	6
SENP6 inh	-14	7	-13	20	-12	.	-3	-10	.	-3

31. Cn1nnc2cc(C(=O)NCc3ccco3)ccc21
32. COc1ccc(C2(c3ccc(OC)cc3)NC(=O)N(CC(=O)Nc3ccccc3)C2=O)cc1
33. COc1ccc(NS(=O)(=O)c2ccc(NC(=S)NC(=O)C(C)C)cc2)cc1
34. COC(=O)c1ccc(NC(=S)NCCc2ccc(OC)cc2)cc1
35. CCn1c(SCC(=O)Nc2nc3ccc(OC)cc3s2)nnc1-c1ccoc1C
36. S=C(N/N=C/c1ccccc1)N1CCOCC1
37. O=C(NCc1ccccn1)c1ccc2c(c1)N(Cc1ccccc1)CCS2
38. Cc1cc(C)n(C2CC(=O)N(c3cccc(Cl)c3)C2=O)n1 (configuration not stated)
39. Cc1ccc(S(=O)(=O)N2CC3CCC2C3)cc1 (configuration not stated)
40. COc1ccc(N2CCN(C(=O)COC(=O)c3oc4ccccc4c3C)CC2)cc1
Assay by compound	31	32	33	34	35	36	37	38	39	40
SENP8 block-1	1	-1	8	-11	-16	-9	3	-6	-3	9
PfGluPho inh	16	14	-30	-1	-9	27	49	-8	2	24
HKDC1 inh	-4	-2	-1	-2	0	-19	-1	7	-8	-3
SENP1 FRET inh	-4	1	3	0	2	-4	-2	2	0	0
SENP7 block	4	0	14	-4	-9	-7	3	1	4	-3
Apaf-1 inh	-4	21	6	5	10	-9	-8	-4	-2	9
SENP8 block-2	8	8	18	5	3	0	-421	1	22	10
SENP6 inh	-6	0	6	-17	-11	-16	-8	-11	-9	0

41. NC(N)=NC(N)=Nc1ccc(SC(F)(F)F)cc1
42. CCc1ccc(NC(=O)CN2CCN(c3ccc(OC)cc3)CC2)cc1
43. Cc1cc(=O)n2nc(-c3ccc(C(F)(F)F)cc3)sc2n1
44. CCc1c(C)sc(NC(=O)C2CC(c3c(F)cccc3Cl)=NO2)c1C#N (configuration not stated)
45. COc1cc(OC)cc(C(=O)NNC(=O)CCNS(=O)(=O)c2ccc(C)c(C)c2)c1
46. Cc1nc(-c2ccccc2)[nH]c(=O)c1Oc1ccc(Cl)cc1Cl
47. CCC(C)Sc1nc2c(c(=O)[nH]c(=O)n2C)n1CC(O)COc1cccc2ccccc12 (configuration not stated)
48. Cc1cc[n+](-c2nc3ccccc3nc2[N-]S(=O)(=O)c2cccs2)cc1C
49. O=C1OC(N2CCN(c3ccccn3)CC2)c2ccccc21 (configuration not stated)
50. O=C(Nc1cc(Cl)ccc1Cl)c1noc2c1CCCC2
Assay by compound	41	42	43	44	45	46	47	48	49	50
SENP8 block-1	-14	.	-4	7	5	3	6	4	-1	3
PfGluPho inh	5	21	-9	-16	0	-21	10	8	0	8
HKDC1 inh	-3	-1	6	6	-5	7	9	-6	-1	-6
SENP1 FRET inh	0	2	2	0	3	-1	1	4	2	2
SENP7 block	-2	.	5	0	-10	2	10	1	16	0
Apaf-1 inh	-8	.	-2	3	5	9	23	-12	4	2
SENP8 block-2	9	-12	-142	22	20	5	22	33	-4	19
SENP6 inh	-12	.	0	1	-9	10	-13	-5	0	-11

51. CC(COc1ccccc1)OC(=O)Nc1ccccc1 (configuration not stated)
52. O=C1CC(c2ccco2)CC(O)=C1C=NCCO (configuration not stated)
53. CCn1c(SCC(=O)Nc2nc(-c3ccccc3)cs2)nnc1-c1ccccc1O
54. C/C(=N\Nc1nccnc1Cl)c1ccc(O)cc1
55. O=C(CSCCc1ccccn1)Nc1cccnc1Cl
56. Cc1ccc(C(=O)c2cc(C)sc2NC(=O)CN2CCN(C(=O)c3ccco3)CC2)cc1
57. Cc1c(C(=O)c2ccc3c(c2)OCO3)ccc2c1OCO2
58. O=C(NCc1nnc(SC/C=C/c2ccccc2)o1)c1ccco1
59. CCOC(=O)N1CCN(c2c(N3CCN(c4ccc(OC)cc4)CC3)c(=O)c2=O)CC1
60. Cc1ccc(SCC(=O)OCC(=O)Nc2ccc3[nH]c(=O)[nH]c3c2)cc1C
61. COc1ccc(N/C(=C(/C(Cl)=C(Cl)Cl)[N+](=O)[O-])n2nnc3ccccc32)cc1OC
62. COc1cccc(C(=O)NCC2CCCN2S(=O)(=O)c2cccs2)c1 (configuration not stated)
63. COc1cccc(/C=N/Nc2cc(Cl)nc(C)n2)c1O
Assay by compound	51	52	53	54	55	56	57	58	59	60	61	62	63
SENP8 block-1	.	4	2	-10	-4	1	.	7	-13	-3	2	6	10
PfGluPho inh	22	16	12	23	-5	32	16	31	2	-2	.	4	-1
HKDC1 inh	-3	-1	6	-8	11	2	0	-2	-3	-3	.	0	0
SENP1 FRET inh	-1	2	-4	-2	14	0	-1	-2	2	1	.	-3	1
SENP7 block	.	-1	7	-2	-1	2	.	10	10	-3	3	4	23
Apaf-1 inh	.	10	23	-4	-12	35	.	-6	3	0	0	5	5
SENP8 block-2	10	21	-7	-20	7	17	9	16	11	1	.	-1	-26
SENP6 inh	.	-3	-7	19	-1	-5	.	6	0	0	11	-12	28
